HMGR II inh = inhibitors of class II HMG-CoA reductase from Enterococcus faecalis | 0.41% of 190,000 active | inhibition, % at 10 µM | purified E. faecalis HMGR, NADPH absorbance 340 nm kinetic;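 active = inhibition above a set limit, the median over all tested compounds plus 3 SD, cut at about 9.5% in these data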;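 also: enzyme runs in reverse so mevalonate oxidation gives rising NADPH absorbance; 0% = complete reaction with DMSO and 100% = background rate lacking mevalonate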
TNAP inh hi DEA = TNAP (human) inhibition, high acceptor | purified TNAP, CDP-star luminescence, 1 M DEA | AID 1135 | inhibition, % at 20 µM | 0.03% of 200,000 active;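 active = over 50% inhibition of tissue-nonspecific alkaline phosphatase at 20 µM in the single-dose screen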;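 also: plate controls were DMSO wells for no effect and EDTA-quenched wells as full inhibition for full effect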
Target sequence (P05186 whole entry, looked up): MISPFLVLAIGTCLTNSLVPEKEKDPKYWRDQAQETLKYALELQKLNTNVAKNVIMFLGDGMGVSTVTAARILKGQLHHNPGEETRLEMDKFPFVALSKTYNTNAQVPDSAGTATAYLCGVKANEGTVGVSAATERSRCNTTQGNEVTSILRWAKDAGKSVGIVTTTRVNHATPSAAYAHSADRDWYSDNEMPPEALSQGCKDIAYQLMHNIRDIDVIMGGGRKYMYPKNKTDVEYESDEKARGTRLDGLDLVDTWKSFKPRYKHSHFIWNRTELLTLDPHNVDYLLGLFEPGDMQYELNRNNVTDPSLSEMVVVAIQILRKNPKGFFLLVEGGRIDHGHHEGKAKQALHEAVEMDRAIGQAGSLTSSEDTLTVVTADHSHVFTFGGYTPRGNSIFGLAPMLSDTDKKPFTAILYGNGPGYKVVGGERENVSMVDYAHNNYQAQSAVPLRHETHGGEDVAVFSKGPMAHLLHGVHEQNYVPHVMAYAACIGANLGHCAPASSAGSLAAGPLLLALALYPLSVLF
PPARg SRC1 recr = promotes SRC-1 coactivator recruitment by human PPARgamma. activation, % at 8 µM. PPARgamma-SRC-1 coactivator recruitment biochemical assay. 0.41% of 200,000 active. P37231; in the data active = activation above about 19%;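 also: 0% = DMSO and 100% = reference agonist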
Target sequence (P37231 whole entry, looked up): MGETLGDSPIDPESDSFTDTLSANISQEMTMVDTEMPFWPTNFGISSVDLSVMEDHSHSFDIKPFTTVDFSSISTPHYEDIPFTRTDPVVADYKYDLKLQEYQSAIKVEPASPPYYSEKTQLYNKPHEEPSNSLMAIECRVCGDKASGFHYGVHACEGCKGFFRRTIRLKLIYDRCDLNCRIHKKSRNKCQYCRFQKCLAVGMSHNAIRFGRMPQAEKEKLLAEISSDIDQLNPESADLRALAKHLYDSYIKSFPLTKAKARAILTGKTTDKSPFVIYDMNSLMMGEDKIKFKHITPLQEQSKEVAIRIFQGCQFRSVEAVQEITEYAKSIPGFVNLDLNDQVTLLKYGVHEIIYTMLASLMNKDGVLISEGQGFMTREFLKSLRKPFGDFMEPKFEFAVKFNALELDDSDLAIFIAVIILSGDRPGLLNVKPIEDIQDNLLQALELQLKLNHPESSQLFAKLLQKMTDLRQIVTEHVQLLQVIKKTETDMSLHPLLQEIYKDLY
PPARg SRC-3 ag = promotes SRC-3 coactivator recruitment by human PPARgamma | P37231 | biochemical PPARgamma/SRC-3 coactivator recruitment assay | activation, % at 8 µM | 0.26% of 200,000 active | AID 731; in the data active = activation above about 23%;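 also: 0% = DMSO and 100% = reference agonist; some compounds past the cut are filed as inactive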
bIAP inh = blocks bovine intestinal alkaline phosphatase activity; inhibition, % at 20 µM; AID 1019; 190,000 tested, under 10 active; purified bovine IAP, CDP-star luminescence, 30 min;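 active = over 50% inhibition of intestinal alkaline phosphatase at 20 µM in the single-dose screen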
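Assay system: bovine IAP enzyme; medium: DEA buffer 100 mM, pH 9.8, with MgCl2 1.0 mM, ZnCl2 0.02 mM; doses: 20 µM single dose; incubation: enzyme reaction for 30 min at room temperature; detection: CDP-star luminescence signal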
PPARg SRC2 recr = promotes SRC-2 coactivator recruitment by human PPARgamma; P37231; PPARgamma LBD-SRC-2 recruitment, biochemical; activation, % at 8 µM; 0.34% of 200,000 active; AID 1032; in the data active = activation above about 22%;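 also: 0% = vehicle and 100% = reference agonist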
bIAP act = increases bovine intestinal alkaline phosphatase activity. activation factor at 20 µM. 0.17% of 200,000 active. purified bovine IAP, CDP-star luminescence, 30 min; hits give high values; fold of DMSO-control signal, blank-subtracted;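 active = activation factor of 2 or more at 20 µM, a signal rise over negative controls twice the positive control's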
TNAP inh noacc = inhibitors of human TNAP without phosphate acceptor. P05186. purified TNAP, CDP-star luminescence, 30 min. inhibition, % at 20 µM. 0.26% of 200,000 active;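 active = tissue-nonspecific alkaline phosphatase inhibition above about 50% at 20 µM in the single-dose screen, limit read from the data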;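 also: 0% = DMSO negative control and 100% = EDTA positive control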
TNAP act hi DEA = increases human TNAP activity under high phosphate acceptor concentration | 200,000 tested, under 10 active | P05186 | purified TNAP, CDP-star luminescence, 1 M DEA, 30 min; hits give high values; 0 = EDTA background, 1 = DMSO-only activity | activation factor at 20 µM;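 active = activation factor at least 2 at 20 µM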
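Test system – human TNAP · Doses – 20 µM single point · Incubation – 30 min, room temperature · Signal – luminescent substrate turnover signal · Read-out basis – activation factor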
TR-FRET SRC-2 ct = TR-FRET artefact, counter-screen to PPARgamma/SRC-2 agonist assay | hits give high values | TR-FRET ratio at 8 µM | 0.4% of 200,000 active; in the data active = TR-FRET ratio above about 2000; also: inactives centre near 1500; reference of the scale not given here
Numbers without * were called inactive; . = not tested or not shown.

SMILES	HMGR II inh	TNAP inh hi DEA	PPARg SRC1 recr	PPARg SRC-3 ag	bIAP inh	PPARg SRC2 recr	bIAP act	TNAP inh noacc	TNAP act hi DEA	TR-FRET SRC-2 ct
O=C1NCCN(Cc2ccc(-c3ccccc3)cc2)C1CC(=O)N1CCN(CCO)CC1 (stereo not given)	-2	-3	9	-1	-8	5	1.1	-8	1	1806
Cn1c(=O)c2c(nc(CN3CCN(C(=O)c4ccco4)CC3)n2Cc2ccc(F)cc2)n(C)c1=O	1	-2	3	0	-13	0	1.1	-6	1	1664
CCCCN(C)C(=O)c1nc2ccccn2c1CNC1CCC1	-3	-2	-1	3	5	-3	1	-2	1	1541
CC(C)NCC(O)COCc1ccc(Cl)cc1 (stereo not given)	1	-8	13	-6	12	-9	0.9	-14	1.1	1548
O=C(CSc1nn(-c2ccc(F)cc2)c(=S)s1)NCC1CCCO1 (stereo not given)	2	0	5	1	1	-6	1	-14	1	1447
Cc1ccccc1C(=O)Nn1c(C)ccc1C	6	-2	5	6	4	1	1	0	1	1747
COCCN(C(=O)COc1ccccc1)c1nnc(-c2cccnc2)s1	-12	-2	4	4	7	6	0.9	-7	1	1676
CC(/C=N\NC(=O)CN1CCN(S(=O)(=O)c2ccc(C)cc2)CC1)=C\c1ccccc1	5	-1	6	1	4	14	1	-3	1	1678
COc1ccc2c(C)cc3nncn3c2c1	-4	-6	8	4	-4	0	1	1	1.1	1928
CCC1(CC)Cc2ccccc2C(=C(C#N)C#N)N1	6	-1	3	-2	7	3	0.9	-6	1	1442
COc1ccc(OC)c(NC(=O)Cn2cc(C#N)c3cc(Br)ccc32)c1	-2	-2	3	2	6	9	0.9	-9	1	1569
Cc1cccc(NC(=O)/C(C#N)=C/c2cn(CC(=O)NCc3ccco3)c3ccccc23)c1C	-1	-2	5	-1	.	11	0.4	13	1	1591
O/N=C1/CCCCC1c1ccccn1 (stereo not given)	-11	-4	2	-1	4	-5	1	-8	1	1564
O=C(CN1C(=O)c2ccccc2S1(=O)=O)N1CCc2ccccc21	-4	-7	1	-14	8	6	0.9	-9	1.1	1424
Cc1nc2ccc3nc(NC(=O)c4ccc5c(c4)OCCO5)sc3c2s1	-3	2	117*	157*	3	17	1	-5	1	2067*
O=S(=O)(NCc1ccc2c(c1)OCO2)c1ccc2oc3ccccc3c2c1	.	.	0	0	.	13	.	.	.	1586
COc1ccc(Cl)cc1NC(=S)NCc1ccco1	-5	-4	2	13	2	-4	1	-11	1	1441
CCCCC(=O)NCCc1cc2c(C)ccc(C)c2[nH]c1=O	.	.	2	7	.	2	.	.	.	1535
O=C(Nc1ccc(Cl)cc1)Nc1ccccc1C(=O)NCc1ccco1	0	0	3	7	9	2	0.9	-8	1	1548
O=C(Nc1nnc(-c2ccccc2)s1)c1cc(S(=O)(=O)N2CCOCC2)c(Cl)cc1Cl	-9	-3	-2	4	9	0	0.9	-1	1	1680
Cc1ccc2c(c1)C(=O)C(=O)N2CC(=O)Nc1ccc(N2CCOCC2)cc1	-1	-8	2	2	-25	6	1.3	-7	1.1	1431
Cc1cc(C)c(S(=O)(=O)Nc2ccccc2-c2ccccc2)c(C)c1	0	-6	2	3	-1	1	1	-17	1.1	1505
COC(=O)c1ccc2c(=O)n(-c3ccccc3F)c(=S)[nH]c2c1	5	0	-6	-4	3	-3	1	-8	1	1416
c1ccc(-c2nnc(CSc3nnc(-c4cccs4)o3)o2)cc1	0	.	1	0	.	12	.	.	.	1454
C/C(CC1CC(C)OC1=O)=N\NC(N)=S (stereo not given)	-1	-1	1	2	23	6	0.8	-8	1	1841
Next part
SMILES	HMGR II inh	TNAP inh hi DEA	PPARg SRC1 recr	PPARg SRC-3 ag	bIAP inh	PPARg SRC2 recr	bIAP act	TNAP inh noacc	TNAP act hi DEA	TR-FRET SRC-2 ct
CC(C)c1ccc(S(=O)(=O)N2CCCCC2)cc1	-5	-2	3	2	5	2	1	-1	1	1610
CN(C)CCCNC(=O)c1ccc(-c2ccccc2)cc1	-7	-8	-1	-2	2	-1	1	-11	1.1	1611
CC(NC(N)=O)C(=O)OCc1ccc(Cl)cc1Cl (stereo not given)	-10	-2	11	9	8	13	0.9	-6	1	1456
CN(CC(=O)Nc1sccc1C#N)Cc1ccccc1	-1	-7	2	-1	-41	-7	1.4	-7	1.1	1568
CCOc1ccc(C(=O)Nc2ccccc2OC(F)F)cc1	-5	-4	6	7	-3	6	1	-21	1	1686
O=C(COC(=O)c1ccc(Br)cc1)NCCC1=CCCCC1	2	-2	-4	-2	5	5	0.9	-12	1	1460
O=S(=O)(N1CCOCC1)n1c(Cc2ccccc2)nc2ccccc21	-7	-2	-9	-15	1	-9	1	-6	1	1399
COc1ccc2c(=O)c(N3C(=O)c4ccccc4C3=O)c(C)oc2c1	0	-3	11	5	11	10	0.9	-10	1	1664
COCc1cc(C)nc(OCC(=O)N/N=C/c2ccccc2)c1C#N	-2	-5	10	7	-5	0	1	-8	1.1	1609
COc1ccc2nc(SCC(=O)NCc3ccc4c(c3)OCO4)[nH]c2c1	1	-4	0	0	1	3	1	-9	1	1390
O=C1c2ccccc2C(Nc2ccc3c(c2)OCCO3)N1Cc1ccc2c(c1)OCO2 (stereo not given)	-1	1	5	5	11	9	0.9	-14	1	1608
CC1=C(C(=O)NCc2ccccn2)C2(CCC(C)CC2)OC1=O (stereo not given)	2	0	-8	-4	21	2	0.8	-10	1	1347
Cc1nc2ccc(NC(=O)N3CCOCC3)cc2s1	.	-4	-1	1	-1	5	1	-12	1	1612
CCN(CC)S(=O)(=O)c1cccc(C(=O)NCC(=O)OCC(=O)NCc2ccccc2)c1	2	-6	-4	-1	-7	-2	1.1	0	1.1	1497
CC(C)Oc1ccc(C(=O)O)c(C(=O)O)c1	-5	0	4	5	-2	5	1	-4	1	1501
CCN(CC#CCC(O)(c1ccccc1)C1CCCC1)C(C)C (stereo not given)	-11	1	-9	-9	0	-2	1	-4	1	1394
COc1ccc(/C=C2\Sc3ccc(C(=O)N4CCc5ccccc5C4)cc3N(C)C2=O)cc1	1	-1	4	1	9	0	0.9	-14	1	1623
O=C(Cn1c(C(F)(F)F)nc2ccccc21)N1CCCC1	1	-5	-4	-10	15	5	0.9	-10	1	1513
O=C1CCCN2N=C(SCC(=O)Nc3nc4ccccc4s3)SC2=N1	-2	10	-2	5	0	8	1	-5	0.9	1511
O=C(NC1CCCCC1)C(c1ccccc1)N1CCC2(CC1)OCCO2 (stereo not given)	-2	-4	2	-3	8	3	0.9	-8	1	1510
CCOC(=O)C(=NC1CCCCC1)NNc1cccc(C(F)(F)F)c1	-12	5	5	-3	9	-3	0.9	-3	0.9	1548
Cc1ccc(N2C(=O)c3ccccc3C2O)nc1 (stereo not given)	1	2	7	-2	19	-2	0.8	2	1	1653
CCOc1cc(N2CCOCC2)c(OCC)cc1NC(=O)COc1ccccc1[N+](=O)[O-]	0	0	4	1	1	5	1	5	1	1731
CC(Oc1cc(-c2ccccc2)cc2ccccc12)C(=O)N1CCOCC1 (stereo not given)	-8	-9	-1	2	1	7	1	-2	1.1	1760
Cc1cccc(Cn2c(O)c(N=NC(=S)Nc3ccccc3F)c3ccccc32)c1	-1	17	-9	-3	43	-5	0.6	27	0.8	1489

Twelve successive compounds out of the list so far, for reference:
SMILES	HMGR II inh	TNAP inh hi DEA	PPARg SRC1 recr	PPARg SRC-3 ag	bIAP inh	PPARg SRC2 recr	bIAP act	TNAP inh noacc	TNAP act hi DEA	TR-FRET SRC-2 ct
CCN(CC)S(=O)(=O)c1cccc(C(=O)NCC(=O)OCC(=O)NCc2ccccc2)c1	2	-6	-4	-1	-7	-2	1.1	0	1.1	1497
CC(C)Oc1ccc(C(=O)O)c(C(=O)O)c1	-5	0	4	5	-2	5	1	-4	1	1501
CCN(CC#CCC(O)(c1ccccc1)C1CCCC1)C(C)C (stereo not given)	-11	1	-9	-9	0	-2	1	-4	1	1394
COc1ccc(/C=C2\Sc3ccc(C(=O)N4CCc5ccccc5C4)cc3N(C)C2=O)cc1	1	-1	4	1	9	0	0.9	-14	1	1623
O=C(Cn1c(C(F)(F)F)nc2ccccc21)N1CCCC1	1	-5	-4	-10	15	5	0.9	-10	1	1513
O=C1CCCN2N=C(SCC(=O)Nc3nc4ccccc4s3)SC2=N1	-2	10	-2	5	0	8	1	-5	0.9	1511
O=C(NC1CCCCC1)C(c1ccccc1)N1CCC2(CC1)OCCO2 (stereo not given)	-2	-4	2	-3	8	3	0.9	-8	1	1510
CCOC(=O)C(=NC1CCCCC1)NNc1cccc(C(F)(F)F)c1	-12	5	5	-3	9	-3	0.9	-3	0.9	1548
Cc1ccc(N2C(=O)c3ccccc3C2O)nc1 (stereo not given)	1	2	7	-2	19	-2	0.8	2	1	1653
CCOc1cc(N2CCOCC2)c(OCC)cc1NC(=O)COc1ccccc1[N+](=O)[O-]	0	0	4	1	1	5	1	5	1	1731
CC(Oc1cc(-c2ccccc2)cc2ccccc12)C(=O)N1CCOCC1 (stereo not given)	-8	-9	-1	2	1	7	1	-2	1.1	1760
Cc1cccc(Cn2c(O)c(N=NC(=S)Nc3ccccc3F)c3ccccc32)c1	-1	17	-9	-3	43	-5	0.6	27	0.8	1489

Continued.
SMILES	HMGR II inh	TNAP inh hi DEA	PPARg SRC1 recr	PPARg SRC-3 ag	bIAP inh	PPARg SRC2 recr	bIAP act	TNAP inh noacc	TNAP act hi DEA	TR-FRET SRC-2 ct
Cc1cc(C)nc(SCC(=O)Nc2ncc3c(n2)CCCC3=O)n1	1	-4	-2	-1	5	7	0.9	-13	1	1499
c1ccc(C(c2ccccn2)c2ccccn2)cc1	-2	-5	1	-1	-1	5	1	-5	1	1389
C/C(=N\O)C(=O)NCCCNCCCN(C)C	1	-2	-2	-2	5	2	0.9	-8	1	1536
CC(=O)NCC(=O)NC(C(=O)Nc1ccc2c(c1)OCCO2)c1ccccc1 (stereo not given)	1	-1	-3	0	-8	-1	1.1	-9	1	1461
O=C(c1ccc(S(=O)(=O)N2CCCCC2)cc1)N1CCN(CCN2C(=O)c3cccc4cccc(c34)C2=O)CC1	3	-2	4	2	-26	3	1.3	1	1	1727
c1ccc(-c2nnc(-c3ccncc3)o2)cc1	-4	-3	-2	-11	16	6	0.8	-18	1	1382
COc1ccc(OCc2nnnn2-c2ccccc2)cc1	-2	-7	-3	3	22	2	0.8	-9	1.1	1419
Cc1noc(C)c1S(=O)(=O)N1CCCC(C(=O)N2CCC(C)CC2)C1 (stereo not given)	2	-9	-4	-4	2	-1	1	-16	1.1	1384
CCOc1ccc(-c2nnn(CC(=O)NCCc3c[nH]c4ccccc34)n2)cc1	5	0	-2	8	17	-8	0.8	-3	1	1524
COc1ccccc1/C=C\C=N\NC(=O)c1ccco1	2	-4	3	0	-2	-3	1	-24	1	1363
COC(=O)Cc1c(O)ccn(Cc2ccc(F)cc2)c1=O	-5	-5	-11	-2	8	-2	0.9	-4	1.1	1344
O=C(Oc1cc2oc(=O)c3c(c2cc1Cl)CCCC3)c1ccco1	0	-6	4	-14	6	-12	0.9	-13	1.1	1290

Screening data deposited in PubChem BioAssay by several laboratories.
